STAT3 act: increases IL-6 driven STAT3 reporter signal | AID 871 | U3A cells, IL-6 STAT3-luciferase reporter, luminescence; 100% = signal with IL-6 EC80 alone | activation (% of control), % at 5.6 µM | 0.91% of 190,000 active;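 active = activation above the screen-wide mean of compound activation plus 3 SD, cut at about 130% in these data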;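 note: 0% = background luminescence of wells with medium and substrate only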
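Material: STAT3-luciferase reporter U3A cells; Probe or stimulus: IL-6 (33 ng/mL); Incubation: compound pre-incubation 1 h before IL-6, then 6 h stimulation at 37 °C; Technique: luminescence from STAT3-driven luciferase reporter; Evaluation: % activation versus median of IL-6-stimulated wells; Controls: IL-6-only high control.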
STAT1 act: activators of IFN-gamma induced STAT1 signaling; NIH 3T3 STAT1-luciferase reporter, luminescence; 100% = IFN-gamma alone, no compound; activation (% of control), % at 5.5 µM; 2.6% of 200,000 active; AID 932;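 active = activation above the screen-wide mean activation plus 3 SD, cut at about 130% in these data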;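 note: raw ratio to IFN-gamma control signal so 100% means no change and 0% no light; values of inactives mirror those of a sister screen read the other way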
APP 5UTR inh: APP translation inhibition | inhibition, % at 2 µM | 0.82% of 190,000 active | SH-SY5Y APP 5'UTR-luciferase reporter, luminescence | AID 1285;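 active = inhibition above a set limit, derived from the sample mean plus 3 SD, cut at about 45% in these data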; note: values of inactives mirror those of a sister screen read the other way
ROMK primary: human ROMK K+ channel modulation, primary screen; 2% of 130,000 active; Tet-inducible ROMK, thallium flux fluorescence; actives lie on both sides; B-score at 10 µM; P48048;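 active = signal ratio slope over the read window, or its plate-corrected B-score, at least 3 SD from the plate mean, either direction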;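 note: B-score of the F/F0 ratio slope over 7 to 12 s after thallium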
Target sequence (P48048 whole entry, looked up): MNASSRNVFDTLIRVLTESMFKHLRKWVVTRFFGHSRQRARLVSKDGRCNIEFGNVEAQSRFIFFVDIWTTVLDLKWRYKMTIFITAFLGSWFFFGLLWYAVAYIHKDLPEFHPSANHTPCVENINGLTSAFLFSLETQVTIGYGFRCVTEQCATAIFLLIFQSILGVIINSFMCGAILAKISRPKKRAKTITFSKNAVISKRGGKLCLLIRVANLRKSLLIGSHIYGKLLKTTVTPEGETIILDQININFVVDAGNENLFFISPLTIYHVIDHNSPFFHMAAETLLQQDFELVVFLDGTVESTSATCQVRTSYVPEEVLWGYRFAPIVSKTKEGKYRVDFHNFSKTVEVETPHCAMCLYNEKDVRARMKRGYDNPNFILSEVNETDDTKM
FLuc inhib CS: counter-screen for luciferase assay inhibitors: firefly luciferase inhibition; inhibition, % at 10 µM; AID 1006; 1.5% of 200,000 active; ATPLite firefly luciferase biochemical luminescence, 10 min;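 active = inhibition above about 50% when tested at 10 µM, limit read from the data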
Target sequence (P08659 whole entry, looked up): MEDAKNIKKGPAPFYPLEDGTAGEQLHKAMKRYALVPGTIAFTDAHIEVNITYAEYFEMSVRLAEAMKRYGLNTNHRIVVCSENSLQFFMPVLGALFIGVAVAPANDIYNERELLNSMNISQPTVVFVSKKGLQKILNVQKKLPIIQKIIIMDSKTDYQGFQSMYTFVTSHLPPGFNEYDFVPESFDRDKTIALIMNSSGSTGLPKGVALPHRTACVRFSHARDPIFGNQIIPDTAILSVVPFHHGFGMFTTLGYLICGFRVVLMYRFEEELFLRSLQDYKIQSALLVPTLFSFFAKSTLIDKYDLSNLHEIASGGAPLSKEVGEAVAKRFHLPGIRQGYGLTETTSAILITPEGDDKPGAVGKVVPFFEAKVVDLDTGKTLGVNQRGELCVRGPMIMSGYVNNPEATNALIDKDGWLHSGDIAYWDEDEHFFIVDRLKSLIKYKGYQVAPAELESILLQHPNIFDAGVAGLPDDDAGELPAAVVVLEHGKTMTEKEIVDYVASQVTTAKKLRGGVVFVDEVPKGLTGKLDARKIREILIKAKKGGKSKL
STAT3 inh: STAT3 signaling inhibition | U3A cells, IL-6 STAT3-luciferase reporter, luminescence; host cell line lacks STAT1 | inhibition, % at 5.5 µM | 0.89% of 190,000 active;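 active = inhibition above the mean inhibition across all screened compounds plus 3 SD, cut at about 44% in these data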;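 note: 0% = DMSO only wells and 100% = 100 µM nifuroxazide control wells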
STAT1 inh: inhibitors of IFN-gamma induced STAT1 signaling; NIH 3T3 STAT1-luciferase reporter, luminescence; inhibition, % at 5.5 µM; 0.35% of 200,000 active; AID 920;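 active = inhibition above a set limit, the mean inhibition across all tested compounds plus 3 SD, cut at about 34% in these data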;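 note: 0% = IFN-gamma with DMSO and 100% = IFN-gamma with 300 µM nifuroxazide; values of inactives mirror those of a sister screen read the other way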
NF-kB neuron act: raises NF-kB expression in human neuronal cells | fold change at 12.5 µM | 1.6% of 190,000 active | AID 1239 | NF-kB reporter expression; active compounds read high; in the data active = fold change above about 3.3
APP 5'UTR act: APP 5'UTR luciferase reporter activation; 1% of 190,000 active; AID 1276; activation, % at 2 µM; SH-SY5Y APP 5'UTR luciferase reporter, luminescence; zero percent = DMSO vehicle wells;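 active = activation above a set limit, based on mean plus 3 SD of controls, cut at about 140% in these data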; note: values of inactives mirror those of a sister screen read the other way
FLuc act counter: affects firefly luciferase, flagging false hits in luciferase stimulation screens; P08659; ATPlite luciferase biochemical, luminescence, 10 min; 0 = ATP-free wells, 1 = DMSO control; activation factor at 10 µM; 200,000 tested, under 10 active; AID 1027;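 active = luciferase activation factor, scaled between plate controls, of at least 2 with compound at 10 µM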
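Material: Luciferase/luciferin reagent mix | Doses: Test compounds dosed from 2 mM stocks in 100% DMSO | Timing: 10 min incubation after luciferase reagent addition, room temperature | Measured by: Luminescence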
The depositor's hits bear a star; nt = no result given.

Every second line gives: APP 5'UTR act | STAT1 inh | FLuc inhib CS | STAT1 act | ROMK primary | APP 5UTR inh | NF-kB neuron act | STAT3 inh | FLuc act counter | STAT3 act
COc1ccc(-c2cc(C(=O)N3CCN(c4ncccn4)CC3)c3ccccc3n2)c(OC)c1
→ 8 | -5 | 0 | 104 | nt | -8 | 0.32 | -11 | 1 | 112
N#CCC1c2ccccc2CCN1C(=O)Nc1cccc(C(F)(F)F)c1 (stereo unspecified)
→ -3 | 8 | -3 | 93 | nt | 3 | 0.67 | 0 | 1 | 105
CCCc1nnc(SCC(=O)N2CCCC(C)C2)n1CCOC (stereo unspecified)
→ 13 | 4 | -3 | 95 | -0.014 | -13 | 1.1 | 10 | 1 | 97
O=C(CN1CCSCC1)N1CCc2[nH]c3ccc(Br)cc3c2C1
→ 8 | 13 | -4 | 88 | nt | -8 | 1.4 | 18 | 1 | 89
Cc1ccc(CNC(=O)C(C)OC(=O)c2cccs2)cc1 (stereo unspecified)
→ -11 | 9 | -9 | 92 | nt | 11 | 1.1 | 5 | 1.1 | 98
CCOC(=O)c1c(C)nc2c(c1-c1ccccc1)C(=O)c1ccccc1-2
→ -11 | 0 | -2 | 100 | nt | 11 | 0.4 | 22 | 1 | 90
CCOP(=O)(OCC)c1nc(-c2ccc(Cl)cc2Cl)oc1N1CCOCC1
→ -3 | 4 | -8 | 97 | -0.0037 | 3 | 0.98 | 5 | 1.1 | 103
O=C(COC(=O)c1ccc(S(=O)(=O)Nc2ccccc2)cc1)NCCN1C(=O)CSC1=O
→ -21 | 5 | -7 | 95 | nt | 21 | 1.3 | -7 | 1.1 | 110
Cc1nc(SCC(=O)NC(=O)NCc2ccco2)nc(C)c1C
→ 13 | -8 | -8 | 107 | 0.15 | -13 | 1.1 | 0 | 1.1 | 102
COc1ccc(NC(=S)NC(=O)c2ccccc2Cl)cc1
→ 36 | -18 | 2 | 115 | 5.4* | -36 | 1.7 | 14 | 1 | 90
CCOC(=O)C1(CC2CCCCO2)CCN(Cc2cc(F)ccc2-n2cccn2)CC1 (stereo unspecified)
→ -1 | 9 | -2 | 91 | nt | 1 | 1 | -5 | 1 | 107
S=C(NCCc1ccccc1)N1CCCCC1
→ 49 | -24 | 10 | 122 | -1.3 | -49 | 1.6 | -3 | 0.9 | 111
CCOc1ccc2cc(C#N)c(SCC(=O)NC(C)CC)nc2c1 (stereo unspecified)
→ 9 | 1 | -8 | 99 | -0.46 | -9 | 0.88 | 2 | 1.1 | 106
CCOC(=O)CN1CC23C=CC(O2)C(C(=O)Nc2ccc(OC)cc2OC)C3C1=O (stereo unspecified)
→ -4 | -5 | -1 | 104 | nt | 4 | 1 | -1 | 1 | 105
C/C=C/C(=O)OCC(=O)Nc1nc2ccc(C)cc2s1
→ 39 | -8 | 3 | 108 | 0.26 | -39 | 1.4 | 20 | 1 | 83
COc1ccc2[nH]c3c(=O)n(CCCCC(=O)N4CCCC4)c(=S)[nH]c3c2c1
→ -7 | 4 | -2 | 97 | 0.99 | 7 | 0.83 | 21 | 1 | 86
COc1ccc(S(=O)(=O)NC(C)C)cc1-n1cnnn1
→ -14 | 2 | -3 | 97 | 0.46 | 14 | 1.1 | 2 | 1 | 100
Cn1c(=O)c2c(nc(N3CCOCC3)n2CC(=O)C23CC4CC(CC(C4)C2)C3)n(C)c1=O
→ 0 | -2 | -9 | 103 | nt | 0 | 0.71 | -8 | 1.1 | 112
O=C(COC(=O)c1cccc(C(F)(F)F)c1)NCc1ccc(Cl)cc1
→ 8 | -4 | -6 | 104 | -0.67 | -8 | 0.94 | 7 | 1.1 | 101
NCCOc1ccccc1OCCN
→ 20 | 5 | -1 | 93 | 0.16 | -20 | 1.1 | -2 | 1 | 103
COc1cccc(N2C(=O)N(c3ccccc3)C3CS(=O)(=O)CC32)c1 (stereo unspecified)
→ 16 | -1 | -4 | 101 | nt | -16 | 1 | 12 | 1 | 98
CN1OC2C(=O)N(c3ccccc3)C(=O)C2C1c1ccc(F)cc1 (stereo unspecified)
→ 0 | 6 | -4 | 95 | nt | 0 | 1.1 | -5 | 1 | 104
Cc1ccc(Cn2nnc3c(=O)[nH]c(C4CCN(C(=O)c5cccs5)CC4)nc32)cc1
→ 3 | -1 | -3 | 101 | nt | -3 | 0.72 | 4 | 1 | 100
Cc1cccc(NC(=O)c2cc(N3C(=O)CCC3=O)ccc2Cl)n1
→ 8 | 2 | -3 | 98 | nt | -8 | 1.1 | 5 | 1 | 99
NC(=O)CC[C@H](NC(=O)OCc1ccccc1)C(=O)OCc1ccc(Cl)cc1
→ -5 | -6 | 0 | 106 | -0.69 | 5 | 0.89 | 0 | 1 | 98
CCOc1nc(-c2ccc(OC)cc2)ccc1-c1noc(-c2cccnc2)n1
→ 6 | -5 | nt | 104 | 0.0082 | -6 | nt | -8 | nt | 109
O=c1oc2ccccc2n1CSC1=NCCS1
→ 23 | 20 | -2 | 82 | nt | -23 | 4.2* | -4 | 1 | 107
CC(C)(C)NC(=O)CSc1nc(O)cc(=O)n1-c1ccccc1
→ 4 | -4 | -6 | 103 | 0.016 | -4 | 1.3 | 3 | 1.1 | 98
CC(=O)NCCn1c(SCC(=O)Nc2ccc(C)cc2)nc2ccccc2c1=O
→ -8 | 4 | -6 | 95 | 0.0058 | 8 | 1.1 | 11 | 1.1 | 92
COc1ccc(Oc2ccc(N/C=C3/CCCC3=O)cc2)cc1
→ -6 | -3 | -2 | 102 | -0.22 | 6 | 1.2 | -1 | 1 | 99
COc1ccc(OC)c(NC(=O)CSc2nc3ccccc3c(=O)n2CCNC(C)=O)c1
→ -3 | 2 | 0 | 98 | 0.15 | 3 | 0.99 | 1 | 1 | 102
CC(C)(C)C1(O)CC(C(F)(F)F)=NN1C(=O)CCCc1ccccc1 (stereo unspecified)
→ 18 | 1 | -9 | 98 | 0.51 | -18 | 0.93 | 4 | 1.1 | 102
COc1cc2c3c(c1)c(C1=NC(=S)NC1=O)c(O)n3C(C)(C)C=C2C
→ -9 | -1 | -9 | 101 | 1.3 | 9 | 0.66 | 7 | 1.1 | 95
Cc1cccc(C)c1Nc1c(-c2ccc(N3CCOCC3)cc2)nc2ncccn12
→ -4 | 3 | 6 | 97 | 0.44 | 4 | 1.4 | 1 | 0.9 | 99
CCCn1c(=O)c(C(=O)Nc2ccccc2)c(O)c2ccccc21
→ 11 | -6 | -8 | 104 | nt | -11 | 1.3 | -41 | 1.1 | 137*
CCCOc1c(Cl)cc(/C=N/O)cc1OCC
→ 5 | 10 | -2 | 91 | nt | -5 | 0.98 | -5 | 1 | 106
COc1ccc(-c2n[nH]c(C)c2-c2ccc(Cl)cc2)c(O)c1
→ 1 | 10 | -6 | 91 | nt | -1 | 0.69 | 5 | 1.1 | 99
O=C(C1CCCN(S(=O)(=O)c2cccnc2)C1)N1CCN(c2ccccn2)CC1 (stereo unspecified)
→ 7 | 1 | -7 | 99 | nt | -6 | 1.3 | 1 | 1.1 | 104
O=C1CCC(C(=O)NC2(C(=O)NC3CCCCC3)CCCCC2)N1 (stereo unspecified)
→ 9 | 3 | -11 | 98 | nt | -9 | 1.3 | 5 | 1.1 | 100
COc1ccc(-c2cnnc(N/N=C/c3ccc(-c4ccc([N+](=O)[O-])cc4)o3)n2)cc1
→ -90 | -2 | -2 | 101 | 1.4 | 90* | 1.1 | -2 | 1 | 103
CCCC(=O)Nc1cc2c(cc1C(C)=O)OCCO2
→ 7 | 6 | -4 | 95 | -0.014 | -8 | nt | 19 | 1 | 89
O=S(=O)(c1ccc2ccccc2c1)N1CCCCCC1
→ 1 | 4 | -3 | 97 | -0.58 | -1 | 0.87 | 4 | 1 | 104
CCOC(=O)c1cc(C#N)c(SCC(=O)O)[nH]c1=O
→ 5 | 0 | 0 | 100 | 0.066 | -5 | 1.1 | 10 | 1 | 94
Cc1ccnc(NC(=O)Nc2ccc3c(c2)OCO3)c1
→ 144* | -50 | 58* | 146* | -0.3 | -144 | 4.9* | 42 | 0.4 | 67
CSc1ccc(-c2ccco2)nn1
→ 29 | -32 | 27 | 129* | nt | -29 | 1.7 | -2 | 0.7 | 105
CCC(C)(C)n1nnnc1C(c1cc2cc(C)ccc2[nH]c1=O)N1CCCC1 (stereo unspecified)
→ 6 | 1 | -7 | 99 | nt | -6 | 1.1 | 8 | 1.1 | 97
CCOC(=O)CCCSc1nnc(CCCCCN2C(=O)c3cccc4cccc(c34)C2=O)o1
→ -7 | -7 | -3 | 107 | -0.6 | 7 | 0.97 | 14 | 1 | 87
CCn1c(CNS(=O)(=O)c2ccc(Cl)cc2)n[nH]c1=S
→ -7 | 5 | -6 | 94 | 1.9 | 7 | 0.95 | 7 | 1.1 | 100
O=C(O)CCCC(=O)Nc1ccc(C(=O)N2CCCCC2)c(Cl)c1
→ -6 | 0 | -9 | 100 | nt | 6 | 0.97 | 6 | 1.1 | 99
CC1CCN(C(=O)c2ccc3c(c2NCCO)C(=O)c2ccccc2C3=O)CC1
→ -10 | 4 | 1 | 97 | -0.71 | 10 | 0.49 | -3 | 1 | 103

Arranged by formula weight (low to high): nine of the compounds above.
Every second line gives: APP 5'UTR act | STAT1 inh | FLuc inhib CS | STAT1 act | ROMK primary | APP 5UTR inh | NF-kB neuron act | STAT3 inh | FLuc act counter | STAT3 act
CSc1ccc(-c2ccco2)nn1
→ 29 | -32 | 27 | 129* | nt | -29 | 1.7 | -2 | 0.7 | 105
CCCC(=O)Nc1cc2c(cc1C(C)=O)OCCO2
→ 7 | 6 | -4 | 95 | -0.014 | -8 | nt | 19 | 1 | 89
Cc1ccnc(NC(=O)Nc2ccc3c(c2)OCO3)c1
→ 144* | -50 | 58* | 146* | -0.3 | -144 | 4.9* | 42 | 0.4 | 67
O=S(=O)(c1ccc2ccccc2c1)N1CCCCCC1
→ 1 | 4 | -3 | 97 | -0.58 | -1 | 0.87 | 4 | 1 | 104
O=C(O)CCCC(=O)Nc1ccc(C(=O)N2CCCCC2)c(Cl)c1
→ -6 | 0 | -9 | 100 | nt | 6 | 0.97 | 6 | 1.1 | 99
CCC(C)(C)n1nnnc1C(c1cc2cc(C)ccc2[nH]c1=O)N1CCCC1 (stereo unspecified)
→ 6 | 1 | -7 | 99 | nt | -6 | 1.1 | 8 | 1.1 | 97
CC1CCN(C(=O)c2ccc3c(c2NCCO)C(=O)c2ccccc2C3=O)CC1
→ -10 | 4 | 1 | 97 | -0.71 | 10 | 0.49 | -3 | 1 | 103
COc1ccc(-c2cnnc(N/N=C/c3ccc(-c4ccc([N+](=O)[O-])cc4)o3)n2)cc1
→ -90 | -2 | -2 | 101 | 1.4 | 90* | 1.1 | -2 | 1 | 103
CCOC(=O)CCCSc1nnc(CCCCCN2C(=O)c3cccc4cccc(c34)C2=O)o1
→ -7 | -7 | -3 | 107 | -0.6 | 7 | 0.97 | 14 | 1 | 87

Screening results (PubChem)
